Compound activity (PubChem BioAssay)
Eya2 inh: Eya2 (human) phosphatase inhibition; recombinant Eya2, OMFP fluorescence dephosphorylation (OMFP is methylfluorescein phosphate); Potency, µM (top dose mostly 76.9 µM), for the others: at the top dose activity, negative = inhibition, usual class: inhibitors; hit rate 0.006% among 330,000; AID 488837; note: potency is the fitted concentration of half-maximal effect; % is set by controls: 0 for no effect and ±100 for the full control effect
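Eya2 protein (added as 0.2 uM solution) was preincubated with compound for 10 min at ambient temperature in 50 mM HEPES pH 7.5, 50 mM NaCl, 5 uM MgCl2, 0.05% BSA, 1 mM DTT. OMFP (added at 50 uM) then reacted 10 min; fluorescence read at 485/525 nm.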
Mito fusion act: mitochondrial division inhibition or fusion activation; S. cerevisiae fusion-defective mutant growth rescue, CellTiterGlo 48 h; Potency, µM (top dose mostly 46.1 µM), for inactives: at the top dose growth rescue (activation), actives largely listed as activators; hit rate 0.23% among 320,000; AID 485298;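 note: potency is the fitted concentration of half-maximal effect; % of control where 0% means no effect; nearly all actives have a fitted effect of over 45% in size; temperature-sensitive fusion mutants such as fzo1-1 at 37 °C on non-fermentable ethanol glycerol medium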
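S. cerevisiae fusion-defective temperature-sensitive mutants (e.g. fzo1-1, mgm1-5) grown 48 h at 37C in YPEG (ethanol/glycerol non-fermentable) medium with 23 nl compound per well; growth rescue read as CellTiterGlo luminescence.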
a7 integrin act: integrin-mediated muscular dystrophy alleviation activation | alpha7betagal myoblasts, beta-gal FDG fluorescence, 48 h | Potency, µM (top dose mostly 38.3 µM), for the others: top-dose activation, usual class: activators | hit rate 0.064% among 350,000 | AID 624291;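 note: potency is the fitted concentration of half-maximal effect; 100% = response of the positive control SU9516; nearly all actives have a fitted effect of over 60% in size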
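alpha7betagal+/- myoblasts (passage 13, 250/well) treated 48 h at 37C with compounds at 1:260 dilution of DMSO stock. Lysed, then beta-galactosidase activity read as FDG fluorescence (ex 480/em 540) after 30 min, with pre-read for autofluorescence.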
BCR signal inh: blocks chronic active B-cell receptor signaling; ABC-DLBCL IkBa-CBG/CBR reporter, luminescence ratio, 4 h; Potency, µM (series often up to 46.1 µM), inactives show at the highest dose ratio change, negative = lower green/red ratio, actives largely listed as inhibitors; hit rate 0.05% among 340,000; AID 493014; active = well fitted inhibition curve with a large enough effect in the signal ratio, with a control signal flat, not every such curve was filed as active; inconclusive = small, poorly fitted or top-dose-only effect, or effect the other way, or a change in a side signal; the % refers to the signal ratio;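 note: potency is the fitted concentration of half-maximal effect; plate controls were basal doxycycline-induced cells for no effect and cells given 10 µM MG132 for full effect; MG132 reads +100%, hits lower the ratio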
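TMD8 human ABC-DLBCL cells with doxycycline-inducible IκBα–green luciferase fusion and unfused red luciferase, in 0.5% FBS medium; compounds up to 46 uM, 4 h at 37C. Green/red luminescence ratio, filter-overlap corrected, fitted to concentration-response curves.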
TCR act: T cell receptor activation. primary human leukocytes, anti-CD3, IL-2 HTRF, 48 h. Potency, µM (top dose mostly 9.22 µM), inactives show top-dose activation of IL-2 secretion, actives largely listed as activators. 330,000 tested, under 10 active; note: % of control where 0% means no effect
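Compounds are tested in HTS on primary human leukocytes co-incubated with a-CD3 beads for 48 hr. IL-2 output is measured by time-resolved FRET.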
ELG1 repair inh: ELG1-dependent DNA repair inhibition. HEK293T ELG1-luciferase reporter, luminescence, 16 h; DNA damage induced by 5-fluorouridine. hit rate 2.3% among 330,000. Potency, µM (titrated, usually from 46.1 µM), without a hit: at the highest dose activity change, negative = inhibition, most hits filed as inhibitors; note: potency is the fitted concentration of half-maximal effect; % is set by controls: 0 for no effect and ±100 for the full control effect; nearly all actives have a fitted effect of over 55% in size
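5-Fluorouridine DNA damage + compound/DMSO, 2,000 cells/well, 16 h, 37 °C/5% CO2. ONE-Glo, 30 min RT, luminescence. Readout = decrease in reporter signal.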
TSG101-PTAP inh: blocks PTAP/TSG101 interaction to inhibit HIV-1 budding. Q99816. Fluorescence polarization, FITC-PTAP peptide / Tsg101 binding. Potency, µM (top dose mostly 115 µM), for the others: at the highest dose activity change, negative = inhibition, usual class: inhibitors. 340,000 tested, under 10 active. AID 493005; active = well fitted inhibition curve with a large enough effect in the main read-out, with a control signal flat, not every such curve was filed as active; inconclusive = small, poorly fitted or top-dose-only effect, or effect the other way, or a change in a side signal; inactive = no such curve, though single readings can be large or run the other way; note: potency is the fitted concentration of half-maximal effect; % of control where 0% means no effect
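Fluorescence anisotropy tracks displacement of a FITC-tagged PTAP peptide (50 nM) from the Tsg101 binding domain (10 uM), following a 20 min room-temperature incubation at pH 7.5.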
AT treatment: potential ataxia-telangiectasia treatment; […] A-T fibroblasts, KAP-1 phosphorylation AlphaLISA; neocarzinostatin DNA damage 30 min before lysis; AID 485349; hit rate 0.19% among 320,000; Potency, µM (doses to about 57.5 µM), for inactives: at the highest dose activation, usual class: activators; note: potency is the fitted concentration of half-maximal effect; % of control where 0% means no effect; nearly all actives have a fitted effect of over 45% in size
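ATM-like activity read as KAP-1 phosphorylation via AlphaLISA donor/acceptor antibody pairs after lysis and 6 hr at 25C. Cells were ATM-null patient fibroblasts ([…], hTERT), dosed 60 min, then exposed to the DSB inducer NCS for 30 min.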
TSHR antag: blocks TSH signaling through the human TSH receptor; hit rate 0.2% among 330,000; P16473; activity change, negative = inhibition, % at 11.5 µM; TSHR-expressing cells, TSH-stimulated cAMP HTRF, 2 h; active compounds read low;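 active = activity change below a set negative limit, meaning inhibition stronger than a set level, cut at about -70% in these data; inconclusive = activity change between two set negative limits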; note: % is set by controls: 0 for no effect and ±100 for the full control effect
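Freshly harvested TSHR cells receive pin-tooled compound, then EC80 TSH at 4nM final. After 2 hours at 37 deg C, antibody in lysis buffer and cAMP-d2 are added; 30 minutes at ambient temperature precede the HTRF read.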
Tb PFK inh: inhibitors of T. brucei phosphofructokinase; hit rate 0.17% among 330,000; T. brucei PFK, ADP-Glo luminescence; Potency, µM (titrated, usually from 57.5 µM), without a hit: top-dose activity, negative = inhibition, hits mostly inhibitors;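 note: potency is the fitted concentration of half-maximal effect; 0% = uninhibited 1x PFK enzyme wells and -100% = no-enzyme wells; nearly all actives have a fitted effect of over 60% in size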
Target sequence (O15648 whole entry, looked up): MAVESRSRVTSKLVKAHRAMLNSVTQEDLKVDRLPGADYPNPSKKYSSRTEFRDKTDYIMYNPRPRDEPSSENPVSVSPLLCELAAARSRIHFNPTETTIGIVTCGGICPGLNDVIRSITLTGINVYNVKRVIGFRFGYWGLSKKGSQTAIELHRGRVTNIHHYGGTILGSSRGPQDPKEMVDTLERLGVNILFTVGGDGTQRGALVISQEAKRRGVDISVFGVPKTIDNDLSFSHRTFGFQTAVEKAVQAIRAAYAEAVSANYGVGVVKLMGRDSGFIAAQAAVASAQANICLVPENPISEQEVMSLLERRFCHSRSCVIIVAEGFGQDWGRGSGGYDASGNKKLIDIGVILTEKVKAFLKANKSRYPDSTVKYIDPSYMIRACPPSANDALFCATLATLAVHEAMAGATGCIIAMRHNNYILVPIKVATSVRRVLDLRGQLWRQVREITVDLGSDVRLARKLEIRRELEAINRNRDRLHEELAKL
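In TEA buffer at pH 8.0 with 5 mM MgCl2, enzyme (1.25 nM) converted F6P (0.5 mM) and ATP (0.1 mM) for 45 min at room temperature. ADP product was read by luciferase luminescence.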
ASM inhibitor: inhibitors of human secretory acid sphingomyelinase. P17405. placental ASM, HMU-PC fluorogenic substrate, 60 min. Potency, µM (highest dose often 57.5 µM), for the others: at the highest dose activity change, negative = inhibition, actives largely listed as inhibitors. hit rate 0.006% among 340,000. AID 504937; note: potency is the fitted concentration of half-maximal effect
Target sequence (P17405 47-631 limits assumed): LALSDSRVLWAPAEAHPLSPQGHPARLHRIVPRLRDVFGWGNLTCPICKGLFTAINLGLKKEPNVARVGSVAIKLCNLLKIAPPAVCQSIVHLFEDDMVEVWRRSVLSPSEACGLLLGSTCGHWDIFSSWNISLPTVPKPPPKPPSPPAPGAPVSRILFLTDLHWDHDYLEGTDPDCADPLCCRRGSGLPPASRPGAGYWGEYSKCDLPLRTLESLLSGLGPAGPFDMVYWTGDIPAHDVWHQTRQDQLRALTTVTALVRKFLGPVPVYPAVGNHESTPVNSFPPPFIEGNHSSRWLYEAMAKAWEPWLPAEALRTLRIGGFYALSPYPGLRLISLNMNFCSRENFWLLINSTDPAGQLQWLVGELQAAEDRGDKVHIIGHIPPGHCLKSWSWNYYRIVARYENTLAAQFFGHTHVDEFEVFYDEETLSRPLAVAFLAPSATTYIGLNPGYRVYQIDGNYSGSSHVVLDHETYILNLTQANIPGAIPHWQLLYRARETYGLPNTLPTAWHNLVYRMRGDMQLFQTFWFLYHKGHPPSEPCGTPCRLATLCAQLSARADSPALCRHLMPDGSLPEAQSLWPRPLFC
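Fluorescence read-out (Ex 386 nm, Em 447 nm) after stopping the reaction at pH 10. Enzyme: ASM from human placenta; substrate HMU-PC0, 9 uM final; 60 min, 37 °C. Compound preincubation 10 min, ambient temperature.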
Active calls of the source: *; ? = inconclusive; . = not tested or not shown; [ ] = remark or other dose. Unless noted, calls come from the whole dose curve; as a rule, active = well fitted curve in the direction sought with a large enough effect; inconclusive = small, poorly fitted or top-dose-only effect, or another doubt; inactive = no such curve, though single readings can be large; an effect the other way counts as inactive or inconclusive. An unsorted share of the library; overall some 3.2% were active at least once.

SMILES	TSG101-PTAP inh	ASM inhibitor	ELG1 repair inh	BCR signal inh	Eya2 inh	Mito fusion act	TSHR antag	a7 integrin act	Tb PFK inh	AT treatment	TCR act
O=C(Nc1nc(-c2cccs2)cs1)c1ccco1	-13%	-4%	?	-2%	-17%	7%	-4	?	1%	2%	-7%
COc1ccc(/C=C(\C#N)c2nc3ccc(C)cc3[nH]2)cc1Oc1ccc(C(F)(F)F)cc1[N+](=O)[O-]	?	4%	?	0%	4%	-3%	-4	-65%[inhibitor]	-6%	1%	-3%
Cc1cc(NC(=O)c2ccoc2C)no1	-7%	8%	?	4%	-11%	1%	5	18%	-9%	-3%	6%[46.1 µM]
Cn1nc([N+](=O)[O-])c(C(C#N)c2nc3ccccc3n2C)c(Cl)c1=O (centres undefined)	?	31%[activator]	?	4%	-7%	7%	-13	-36%[inhibitor]	-2%	-2%	-14%[46.1 µM]
Cc1c(NC(=O)C2CC(c3c(F)cccc3Cl)=NO2)c(=O)n(-c2ccccc2)n1C (centres undefined)	-1%	5%	2%	15%	18%	6%	21	-3%	-12%	7%	-4%
CCOc1ccc(-c2csc(N)c2C(=O)OC)cc1	-6%	0%	0%	?	-2%	7%	-3	-5%	0%	-5%	9%
COc1ccc(-c2cc(C(=O)Oc3ccc([N+](=O)[O-])cc3)c3ccccc3n2)cc1	1%	26%	?	-13%	4%	3%	-14	10%	-5%	-2%	2%
CCOC(=O)c1cc2cc(OC)ccc2nc1C	0%	7%	?	4%	0%	-1%	1	24%	2%	2%	2%[46.1 µM]
O=P(O)(CCCP(=O)(O)CCc1ccccc1)CCc1ccccc1	-2%	5%	2%	1%	-8%	5%	-4	?	5%	11%	-7%
CCc1c(C)nc2nc(NC(C)=O)[nH]n2c1=O	-3%	0%	9%	1%	-24%	-2%	3	8%	2%	0%	-30%
O=C(O)C1=CCNCC1	1%	-2%	.	.	-2%	-35%[inhibitor]	14	.	.	.	1%
CC(=NCc1ccco1)c1c(O)n(C2CCCCC2)c(=O)[nH]c1=O	-7%	-5%	-12%	13%	-27%	18%	-3	-28%	0%	-3%	-2%
CNCc1ccccc1Sc1cccc(O)c1	-1%	1%	-20%	1%	-4%	-3%	-3	16%	2%	6%	-1%[46.1 µM]
CCN(CC(=O)NC(C)C)Cc1nc2sc3c(c2c(=O)[nH]1)CCC3	0%	6%	?	?	-16%	-2%	-13	-3%	1%	3%	0%
Cc1cc(OCC(=O)Nc2cc(-c3nn4c(C)nnc4s3)ccc2C)ccc1Cl	-5%	2%	?	3%	-9%	9%	0	0%	-3%	4%	6%
CCOC(=O)c1sc(S(C)(=O)=O)c2c1CC(C)(C)C/C2=N/O	-1%	-6%	-10%	?	17%	1%	5	-14%	-1%	4%	0%
COc1cccc2cc(C(=O)N(C)C)c(=O)oc12	-10%	4%	9%	-4%	-2%	4%	0	-11%	9%	6%	2%
O=C(Nc1nnc(-c2ccco2)o1)c1ccc(Cl)s1	-5%	-2%	14%	?	6%	8%	6	-45%[inhibitor]	3%	7%	-1%
COc1ccccc1CNS(=O)(=O)c1ccc2c(c1)CC(C)N2C(=O)C1CC1 (centres undefined)	-4%	3%	-27%	0%	-4%	?	-8	-43%	2%	-4%	2%
CCN(CC)C(=O)CSc1nc(-c2ccccc2)cc(=O)[nH]1	1%	2%	9%	?	2%	1%	11	0%	-4%	0%	-6%
Cc1ccc(N2CC(C(N)=O)CC2=O)cc1C (centres undefined)	-4%	0%	1%	-2%	-9%	-4%	6	17%	-1%	-6%	-1%
O=C(CSc1ncn(-c2ccccc2)n1)NCc1ccccc1	-7%	-1%	-1%	?	3%	0%	3	9%	7%	-1%	2%
COC(=O)c1ccc(OC)c(CN2CCCN(Cc3cc(C)ccc3C)S2(=O)=O)c1	-4%	-1%	15µM*	-11%	-9%	0%	3	-5%	-4%	2%	-4%
O=c1cc[nH]c2c1ccc1c(=O)cc[nH]c12	-1%	29%	-13%	5%	0%	4%	-10	0%	-18%	7%	-10%
O=C(c1cccc(S(=O)(=O)N2CCCCC2)c1)N1CCCCC1	-2%	2%	4%	-1%	0%	2%	-5	-8%	0%	0%	-5%

Compound profiles, as listed above. Order of screens: TSG101-PTAP inh	ASM inhibitor	ELG1 repair inh	BCR signal inh	Eya2 inh	Mito fusion act	TSHR antag	a7 integrin act	Tb PFK inh	AT treatment	TCR act
CNCc1ccccc1Sc1cccc(O)c1 in the list: -1%	1%	-20%	1%	-4%	-3%	-3	16%	2%	6%	-1%[46.1 µM]
Cc1ccc(N2CC(C(N)=O)CC2=O)cc1C (centres undefined) in the list: -4%	0%	1%	-2%	-9%	-4%	6	17%	-1%	-6%	-1%

Next part:
SMILES	TSG101-PTAP inh	ASM inhibitor	ELG1 repair inh	BCR signal inh	Eya2 inh	Mito fusion act	TSHR antag	a7 integrin act	Tb PFK inh	AT treatment	TCR act
COC(=O)c1ccc(CSc2nc3c(c(=O)n2-c2ccc(C)cc2)SCC3)o1	-3%	-8%	?	?	-13%	20%	-2	?	-6%	-3%	-2%
CCOc1ccc(C(=O)Nc2ccc(N3CCN(C(C)=O)CC3)cc2)cc1[N+](=O)[O-]	0%	-9%	-28%	0%	5%	-16%	-9	5%	1%	4%	-17%
O=C1NC2(CCCCC2)C(=O)N1Cc1ccc([N+](=O)[O-])cc1	2%	2%	-5%	1%	-3%	3%	2	-7%	-3%	0%	-10%[46.1 µM]
NC1=NC(=O)C(Cc2cccc(Cl)c2Cl)S1 (centres undefined)	0%	-4%	5%	-7%	1%	-17%	-8	-9%	-1%	6%	5%[46.1 µM]
O=C(Nc1ccc(Br)cc1)C1CCCN(S(=O)(=O)c2cccnc2)C1 (centres undefined)	1%	-1%	?	0%	-7%	-2%	-17	1%	0%	1%	0%
CCCC(=O)NCCc1ccc(S(N)(=O)=O)cc1	-6%	3%	10%	-2%	-2%	-3%	14	20%	-1%	-3%	-1%
Cc1nc(C)c(-c2csc(N)n2)s1	-7%	1%	6%	-3%	3%	0%	-8	0%	0%	-3%	2%
O=C1Nc2ccccc2C1Cc1ccc(OC(F)(F)F)cc1 (centres undefined)	-2%	-3%	-4%	0%	-10%	-6%	6	-25%	-3%	-9%	-6%
Cc1ccc(OCC(=O)Nc2cccc3nsnc23)c(C)c1	0%	205%[activator]	?	?	-20%	2%	2	34%	-3%	1%	-4%
Cc1nn(C)c(=O)n1-c1ccc(Oc2ccccc2)cc1	-1%	2%	21%	?	-12%	-3%	-5	-15%	0%	-2%	-1%
CC(=O)Nc1ccc2oc(-c3ccccc3Br)nc2c1	-1%	-2%	?	2%	16%[15.4 µM]	8%	3	-10%	2%	2%	-9%
CCCCNC(=O)C1CC(=O)N(C2CCCC2)C1 (centres undefined)	-1%	1%	0%	8%	3%	-2%	6	-12%	1%	.	-2%
O=C(CCNS(=O)(=O)c1ccc(OC(F)(F)F)cc1)N1CCCC1	-1%	2%	0%	4%	20%	-3%	1	16%	-1%	0%	3%
C=CCNC(=O)c1c(Br)cnn1-c1ccc(C)cc1	1%	0%	?	?	10%	7%	-6	-27%	-8%	-5%	6%
CC(C)[C@@H]1COC(c2cccc(C3=N[C@H](C(C)C)CO3)n2)=N1	-5%	2%	11%	-12%	14%	-1%	1	-15%	1%	-20%	7%
Cc1cccc(NC(=O)c2cnn3ccccc23)c1C	-2%	0%	?	-1%	-6%	3%	5	29%	-10%	-31%	-5%
CC1CC(C)CN(S(=O)(=O)c2cccc3nonc23)C1 (centres undefined)	-11%	-1%	-10%	7%	2%	4%	-22	35%	-3%	0%	-3%
CNC(=O)NCC12CC3CC(CC(C3)C1)C2	3%	2%	8%	-4%	6%	5%	?	6%	6%	-11%	0%
O=C(CSc1nc(-c2ccccc2)c(-c2ccccc2)[nH]1)NCC1CCCO1 (centres undefined)	-1%	0%	0%	?	1%	0%	-6	1%	-7%	0%	1%
